Compound activity from PubChem.
RAD54 branch: blocks human RAD54 Holliday junction branch migration | FAM/BHQ fluorescence | AID 602329 | inhibition, % at 10.4 µM | Q92698 | 360,000 tested, 0.14% active;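 active = mean normalized replicate activity at least 40 and at least half of replicates scoring 40 or more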;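 also: 0% = median of neutral control wells and 100% = median of positive control wells; inhibitors cause a drop in the FAM fluorescence signal; in these data hits start at about 50%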
Target sequence (Q92698 whole entry, looked up): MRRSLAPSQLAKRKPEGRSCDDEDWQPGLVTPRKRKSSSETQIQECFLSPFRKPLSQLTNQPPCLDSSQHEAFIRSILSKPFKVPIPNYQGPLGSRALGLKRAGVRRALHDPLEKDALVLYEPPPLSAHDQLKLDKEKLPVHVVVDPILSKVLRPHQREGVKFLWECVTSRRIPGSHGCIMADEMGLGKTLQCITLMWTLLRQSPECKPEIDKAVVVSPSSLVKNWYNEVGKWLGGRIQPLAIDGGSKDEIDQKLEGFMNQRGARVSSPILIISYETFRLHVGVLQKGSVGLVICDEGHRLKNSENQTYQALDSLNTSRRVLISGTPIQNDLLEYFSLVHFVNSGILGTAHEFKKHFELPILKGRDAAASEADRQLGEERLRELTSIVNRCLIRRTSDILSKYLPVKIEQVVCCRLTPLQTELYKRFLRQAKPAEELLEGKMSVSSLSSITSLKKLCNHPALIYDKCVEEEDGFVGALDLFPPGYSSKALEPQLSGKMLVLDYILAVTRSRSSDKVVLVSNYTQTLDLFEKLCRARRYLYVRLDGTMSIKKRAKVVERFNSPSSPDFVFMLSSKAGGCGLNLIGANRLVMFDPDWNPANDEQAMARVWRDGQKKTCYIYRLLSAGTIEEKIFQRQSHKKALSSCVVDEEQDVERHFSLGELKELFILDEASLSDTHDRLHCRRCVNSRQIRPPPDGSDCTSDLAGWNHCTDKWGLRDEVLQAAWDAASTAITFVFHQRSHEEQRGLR
Starred values were filed as active, the others as inactive.

SMILES | RAD54 branch
COc1ccc2[nH]c(=O)c(CN(CCCN(C)C)C(=O)Nc3ccccc3)cc2c1 | 12
COc1cc(S(=O)(=O)n2ccc(C)n2)c(OC)cc1Cl | -3
CCN(CC)C(=O)c1ccc2c(=O)n(CCOC)c(=S)[nH]c2c1 | -7
CCCCCn1cnc2sc(-c3ccccc3)cc2c1=O | -5
COc1cccc(-c2nnc(SCc3cccnc3)o2)c1 | -11
CN(c1ccc(C(=O)NCc2ccco2)cc1)S(C)(=O)=O | -8
O=C(NC1CCCC1)C(c1ccsc1)N(Cc1ccccc1)C(=O)Cc1cccs1 (configuration not stated) | 5
Cc1csc(SCC(=O)Nc2sc3c(c2C#N)CCC3)n1 | -5
CCCc1nnc(N2C(=O)c3cccc4cccc(c34)C2=O)s1 | -4
CC(Sc1nnc(Cc2cccs2)n1C1CCCCC1)C(N)=O (configuration not stated) | 0
COc1ccc(CCNC(=O)COC(=O)c2cnccn2)cc1 | 2
C=CCn1c(SCC(=O)C(C)(C)C)nnc1-c1cccs1 | -5
CCn1c(SCc2ccc(F)cc2)nnc1C1CCN(S(=O)(=O)c2ccc(OC)cc2)CC1 | 7
O=C(C1CCN(S(=O)(=O)c2cccnc2)CC1)N1CCN(C2CCCC2)CC1 | 2
O=C(c1c[nH]c2ccc(S(=O)(=O)N3CCOCC3)cc2c1=O)N1CCCC1 | -2
CCCN1Cc2cccc(C(=O)Nc3ccc4c(c3)OCO4)c2C1=O | -4
CCSc1nnc(C)c2ccccc12 | -5
Cc1noc(C)c1CSc1nc2ccccc2n1CCc1ccccc1 | -7
O=C(CSc1nc2ccccc2c(=O)[nH]1)NCc1ccc(Cl)cc1 | -3
Cc1c(Cl)cccc1NC(=O)CCN1CCCCC1 | 2
N#C/C(=C(/O)C(Cl)c1ccccc1)c1nc2ccccc2s1 (configuration not stated) | 4
CCC(C)NC(=O)Cn1c(=O)n(CCCC(=O)NCc2ccccc2Cl)c(=O)c2ccccc21 (configuration not stated) | 0
CC(C)(C)CC(=O)Nc1ccc(Nc2ccccc2)cc1 | -7
Cc1cc(N2CCN(C/C=C/c3ccccc3)CC2)n2ncnc2n1 | 11
COc1ccc(-c2nsc(C(=O)N(c3ccc(F)cc3)C(C(=O)NC3CCCC3)c3ccc(OC)cc3)c2N)cc1 (configuration not stated) | 5
CC(C)(C)c1ccc(COC(=O)CNC(=O)CNC(=O)Cc2ccccc2)cc1 | 3
O=C(COC(=O)CCCNC(=O)c1ccc(Cl)cc1)NCc1ccccc1Cl | 5
O=C(c1ccc(=O)oc1)N1CCCc2ccccc21 | -1
CC(=O)Nc1ccc(C(=O)CSc2nnc(C)o2)cc1 | 3
COC(=O)c1ccc(COc2cc(O)c3c(c2)OC(C)(C)CC3=O)cc1 | 7
COC(=O)c1[nH]c(C)c(/C(O)=C2\C(=O)C(=O)N(CCN(C)C)C2c2ccc(C)o2)c1C (configuration not stated) | 1
Cc1ccc(C(=O)NCCN(C)C)c(C)c1 | -2
CN1CC(=O)N/C1=N\C(=O)Nc1ccc2c(c1)N(C)C(=O)CS2 | -3
c1ccc(CN(Cc2ccco2)C(c2ccncc2)c2nnnn2C2CCCC2)cc1 (configuration not stated) | -13
CS(=O)(=O)NCCSCc1ccc(Cl)cc1 | -4
CCCOc1ccc(CNC(=S)N/N=C/c2ccc([N+](=O)[O-])cc2)cc1 | 8
O=C(NCCN1CCN(c2ccccc2F)CC1)C1c2ccccc2C(=O)N2CCc3ccccc3C12 (configuration not stated) | 1
CCCOc1ccc(C(C)=O)cc1CSc1nc(O)cc(=O)[nH]1 | 1
COC1(OC)N=C(NC(=O)Nc2ccccc2)C2(C#N)C(c3ccccc3)C12C#N (configuration not stated) | -2
CCOC(=O)CCSc1nc(C)cc(C(F)(F)F)c1C#N | -22
Cc1ccccc1NC(=O)CSC(N)=O | 3
Brc1ccc(-c2cn3cccnc3n2)cc1 | 0
C=C(c1ccc(O)cc1)c1ccc(O)cc1 | 16
COc1ccccc1NC(=O)c1nn(-c2ccc(OC(F)(F)F)cc2)ccc1=O | -4
Clc1ccc2nc(CSc3nncn3-c3ccccc3)cn2c1 | 2
COc1ccccc1Cn1c(CCCO)nc2ccccc21 | 6
CCCN(CC(=O)Nc1ccccc1OC)C(=O)Cc1ccc2c(c1)CCC2 | 8
CNc1cc(-n2nc(C)cc2-c2ccccc2)ncn1 | 8
CCCCC(=O)C1=C(N2CCCC2)CC(C)(C)CC1=O | -5
NC(=O)c1ncc(C(F)(F)F)cc1Oc1cccc(F)c1 | 7
Nc1c2c(nc3ccccc13)N(C1CCCCC1)CC2 | 39
CCCS(=O)(=O)NC(=O)C1(C)CCN(C(=O)c2ccc(OC)cc2)C1 (configuration not stated) | 0
CC(=O)OC1CC(C)(C)N(OC(=O)c2ccccc2)C(C)(C)C1 | 2
Cc1ccc(SCc2nc3ccccc3[nH]2)cc1 | 2
COCCn1cc(C(=O)N2CCC(C)CC2)c2c3ccccc3n(C)c2c1=O | -11
O=C(CNC(=O)c1ccco1)OCc1ccc(C(=O)Oc2ccccc2)cc1 | 5
CCOC(=O)c1c(C)[nH]c(C)c1C(=O)COC(=O)c1cccc(S(=O)(=O)NC)c1 | 3
Cc1cccc(NC(=O)C(C)N2C(=O)C3C4CC(C(Br)C4Br)C3C2=O)c1 (configuration not stated) | 8
COc1ccc(C(CC(=O)O)NS(=O)(=O)c2ccc(C)cc2)cc1 (configuration not stated) | 0
CCS(=O)(=O)N1CCC(c2nc(-c3ccc(C)cc3)no2)CC1 | -6
New compounds follow:
SMILES | RAD54 branch
Cc1noc(C)c1C(=O)OCC(=O)NC1CC1 | 2
Cc1cc(C(F)F)n2ncc(C(=O)NCCc3ccccc3Cl)c2n1 | -7
Cc1ccc(-c2cc(C(=O)NCCN3CCOCC3)no2)cc1 | 3
COc1ccc(CNC(=O)CCCNS(=O)(=O)c2cccc3nonc23)cc1 | 5
CCOC(=O)Cc1csc(NS(=O)(=O)c2ccc3c4c(cccc24)C(=O)N3CC)n1 | -2
CCOC(=O)c1[nH]c(C)c(C(=O)Nc2ccc(C)cc2C)c1C | -9
CCOc1ccc(C(=O)N2CCCC2)cc1OC | -6
COc1ccc(NC(=O)c2cc3sccc3n2Cc2ccc(F)cc2)cc1OC | 12
Cc1cc(C)cc(-n2ccnc2SCC(=O)Nc2nccs2)c1 | -6
CC1CCc2nc(NC(=O)c3ccco3)sc2C1 (configuration not stated) | 1
CCOC(=O)C1=C2SCC(=O)N2C(N)=C(C#N)C1 | -2
CCc1ccccc1N1CSC2=C(C#N)C(c3cc(OC)c(OC)cc3OC)CC(=O)N2C1 (configuration not stated) | -11
COc1cccc(/C=N/n2c(N)c(S(=O)(=O)c3cccs3)c3nc4ccccc4nc32)c1OC | 21
COc1cc(CC(=O)OC2CCOC2=O)cc(OC)c1OC (configuration not stated) | -1
O=C1CC(N2CCN(c3ccc(S(=O)(=O)N4CCOCC4)cc3)CC2)C(=O)N1Cc1ccccc1 (configuration not stated) | -1
Cn1c(-c2cc3c(C(F)(F)F)nn(C)c3s2)n[nH]c1=S | -11
O=C(CCCn1c(=S)[nH]c2ccc(Br)cc2c1=O)N1CCN(c2ccccn2)CC1 | -2
N/C(=N\OC(=O)c1ccc(Cl)cc1)c1ccc(Cl)cc1 | 0
CCc1nc2ccccc2c2nc3ccccc3n12 | 5
O=C(Oc1ccc(/C=N/O)cc1)c1ccccc1 | 1
COCCNC(=S)NC12CC3CC(CC(C3)C1)C2 | -2
C=CCn1c(SCC(=O)Nc2c(C)nn(Cc3ccccc3)c2C)nnc1C(O)c1ccccc1 (configuration not stated) | 1
CCn1c(-c2ccco2)n[nH]c1=S | -3
Cc1ccc2c(c1)c1c(n2C)C(=O)CCC1 | -1
COc1cnc(-c2ccccc2)nc1Oc1ccccc1C | 2
CC(C)(C)C#CCn1c(/C=[N+](\[O-])C2CCCCC2)nc2ccccc21 | -9
O=C(C1CC1)N1CCc2cc(Br)cc(S(=O)(=O)NCC3COc4ccccc4O3)c21 (configuration not stated) | -2
COc1ccc(C)cc1NC(=O)C12CCC(C)(C(=O)O1)C2(C)C (configuration not stated) | -4
COc1cccc(-c2csc(N3CCN(C(=O)Nc4ccc(F)cc4)CC3)n2)c1 | -6
Cc1ccc(S(=O)(=O)NCCCN(C)C)cc1 | 1
CCN(CC)S(=O)(=O)c1ccc(C(=O)N2CCN=C2SCc2cccnc2)cc1 | 5
Clc1ccc2c(c1)C=Nc1c(NCc3ccccc3)ncnc1O2 | 14
C=CCN1C(=O)CN=C1Nc1cc(C)cc(C)c1 | 2
O=C(COC(=O)c1ccco1)NCC1CCCO1 (configuration not stated) | 0
COc1ccc(OCC(=O)N2CCN(C(=O)COc3ccc(Br)cc3)CC2)cc1 | -4
Cc1onc(-c2ccccc2)c1C(=O)NC(C)C1CCCO1 (configuration not stated) | 1
O=C(CCn1nnc2ccccc21)N1CCN(c2ccccc2)CC1 | -13
CCCCOC(=O)C(C#N)c1nc2ccccc2nc1N1CCN(Cc2ccc3c(c2)OCO3)CC1 (configuration not stated) | -3
C=CCC(CC=C)(NC(=O)c1ccccc1)c1ccccc1 | 9
CCc1nnc(NC(=O)c2ccc(S(=O)(=O)N(CC)Cc3ccccc3)cc2)o1 | -20
Cc1ccc(S(=O)(=O)c2c(C)cc(C)nc2Oc2cccc(C(F)(F)F)c2)cc1 | 6
Cc1nnc(N(C)C(=O)c2ccccn2)s1 | 8
CCN(CC)C(=O)CSc1nc(O)c(Cc2ccccc2)c(=O)n1-c1ccccc1 | -7
c1ccc(-c2nc3cc4ccccc4cc3[nH]2)nc1 | 3
CCOC(=O)Cc1csc(NC(=O)c2cccs2)n1 | -4
COc1cc(/C=C/c2ccc3cccc(OC)c3n2)c(OC(C)=O)c([N+](=O)[O-])c1 | -2
CC(C)(C)c1[nH]nc2c1C(C1C=CCCC1)C(C#N)=C(N)O2 (configuration not stated) | 3
C(=C/c1ccnc2nc(SC/C=C/c3ccccc3)nn12)/c1ccccc1 | -5
O=C(NCc1cccnc1)C1CCCN(S(=O)(=O)c2ccc(Cl)cc2)C1 (configuration not stated) | -7
CCCn1c(SCC(=O)N2CCCc3ccccc32)nnc1-c1ccco1 | 8
CCCN(/C=N/c1sc2c(c1C#N)CCCCC2)CCC | -6
CN(C)c1ccc(CNC2C3CC4CC(C3)CC2C4)cc1 (configuration not stated) | 4
C=Cc1ncc(OC)c2c1[nH]c1ccccc12 | 7
O=S(=O)(Nc1ccc(C(O)(C(F)(F)F)C(F)(F)F)cc1)c1ccc(Cl)c2nonc12 | -1
COC(=O)C1=CN(CC2CCCO2)C=C(C(=O)OC)C1c1ccccc1C(F)(F)F (configuration not stated) | 0
CCOC(=O)N1CCN(C(=O)C2CCC(CNS(=O)(=O)c3ccc(Cl)cc3)CC2)CC1 (configuration not stated) | 9
C/C(=N/NC(=O)c1ccccc1O)c1ccc(N2C(=O)C3CCCCC3C2=O)cc1 (configuration not stated) | 1
CC(CN1CCCCC1)OC(=O)C1c2ccccc2Oc2ccccc21 (configuration not stated) | -7
O=C(NC1CCCC1)c1ccccc1-c1nc2ccccc2[nH]1 | -2
Cn1c(CCNC(=O)c2ccccc2)nc2ccccc21 | 6
Later entries.
SMILES | RAD54 branch
COCCn1c(C)cc2c(c1=O)C(c1ccccc1F)C(C#N)=C(N)O2 (configuration not stated) | 11
CC(=O)Nc1cccc(OCC(O)Cn2c(C)nc3ccccc32)c1 (configuration not stated) | -7
COC(=O)c1ccc(NC(=O)Cn2nnc3ccccc32)cc1 | -1
c1ccc(-c2noc(-c3ccc4ccccc4c3)n2)nc1 | 2
Cc1ccccc1N1CC(=O)N(c2ccccc2C)CC1=O | 1
COc1ccc(-c2cc3nc(C)c(CCC(=O)NCc4ccco4)c(C)n3n2)c(OC)c1 | -4
O=c1[nH]c(N2CCN(c3ccccc3)CC2)nc2c1CCC2 | -4
COc1ccc(OC)c(S(=O)(=O)Nc2cnc3ccccc3c2)c1 | -2
COC(=O)c1cc(Br)c(=O)n(CC(C)C)c1 | -5
COCCNC(=O)C(c1ccc(C)o1)N(Cc1ccco1)C(=O)c1snc(C(N)=O)c1N (configuration not stated) | 4
Cc1ccc(S(=O)(=O)N2CCC(C(=O)N[C@H](C(=O)NCc3ccco3)C(C)C)CC2)cc1 | -5
O=C(CN1C(=O)c2ccccc2C1=O)NCC1COc2ccccc2O1 (configuration not stated) | 0
COc1ccc(NS(=O)(=O)c2ccc(OCC(=O)N3CCCC3)cc2)cc1 | -3

A different layout for part of the listing above.
canonical_smiles	RAD54 branch
CCCN(/C=N/c1sc2c(c1C#N)CCCCC2)CCC	-6
CN(C)c1ccc(CNC2C3CC4CC(C3)CC2C4)cc1 (configuration not stated)	4
C=Cc1ncc(OC)c2c1[nH]c1ccccc12	7
O=S(=O)(Nc1ccc(C(O)(C(F)(F)F)C(F)(F)F)cc1)c1ccc(Cl)c2nonc12	-1
COC(=O)C1=CN(CC2CCCO2)C=C(C(=O)OC)C1c1ccccc1C(F)(F)F (configuration not stated)	0
CCOC(=O)N1CCN(C(=O)C2CCC(CNS(=O)(=O)c3ccc(Cl)cc3)CC2)CC1 (configuration not stated)	9
C/C(=N/NC(=O)c1ccccc1O)c1ccc(N2C(=O)C3CCCCC3C2=O)cc1 (configuration not stated)	1
CC(CN1CCCCC1)OC(=O)C1c2ccccc2Oc2ccccc21 (configuration not stated)	-7
O=C(NC1CCCC1)c1ccccc1-c1nc2ccccc2[nH]1	-2
Cn1c(CCNC(=O)c2ccccc2)nc2ccccc21	6
COCCn1c(C)cc2c(c1=O)C(c1ccccc1F)C(C#N)=C(N)O2 (configuration not stated)	11
CC(=O)Nc1cccc(OCC(O)Cn2c(C)nc3ccccc32)c1 (configuration not stated)	-7
COC(=O)c1ccc(NC(=O)Cn2nnc3ccccc32)cc1	-1
c1ccc(-c2noc(-c3ccc4ccccc4c3)n2)nc1	2
Cc1ccccc1N1CC(=O)N(c2ccccc2C)CC1=O	1
COc1ccc(-c2cc3nc(C)c(CCC(=O)NCc4ccco4)c(C)n3n2)c(OC)c1	-4
O=c1[nH]c(N2CCN(c3ccccc3)CC2)nc2c1CCC2	-4
COc1ccc(OC)c(S(=O)(=O)Nc2cnc3ccccc3c2)c1	-2
COC(=O)c1cc(Br)c(=O)n(CC(C)C)c1	-5
COCCNC(=O)C(c1ccc(C)o1)N(Cc1ccco1)C(=O)c1snc(C(N)=O)c1N (configuration not stated)	4

Only part of the results is shown, so the mix of outcomes need not match the whole.
